Compound activity from PubChem BioAssay.
MITF inh: human MITF inhibition, primary screen; O75030; AlphaScreen MITF homodimerization, bead proximity signal; inhibition, % at 2.6 µM; 0.91% of 650,000 active; in the data active = inhibition above about 50%;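 also: 0% = vehicle wells with protein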
Target sequence (O75030 whole entry, looked up): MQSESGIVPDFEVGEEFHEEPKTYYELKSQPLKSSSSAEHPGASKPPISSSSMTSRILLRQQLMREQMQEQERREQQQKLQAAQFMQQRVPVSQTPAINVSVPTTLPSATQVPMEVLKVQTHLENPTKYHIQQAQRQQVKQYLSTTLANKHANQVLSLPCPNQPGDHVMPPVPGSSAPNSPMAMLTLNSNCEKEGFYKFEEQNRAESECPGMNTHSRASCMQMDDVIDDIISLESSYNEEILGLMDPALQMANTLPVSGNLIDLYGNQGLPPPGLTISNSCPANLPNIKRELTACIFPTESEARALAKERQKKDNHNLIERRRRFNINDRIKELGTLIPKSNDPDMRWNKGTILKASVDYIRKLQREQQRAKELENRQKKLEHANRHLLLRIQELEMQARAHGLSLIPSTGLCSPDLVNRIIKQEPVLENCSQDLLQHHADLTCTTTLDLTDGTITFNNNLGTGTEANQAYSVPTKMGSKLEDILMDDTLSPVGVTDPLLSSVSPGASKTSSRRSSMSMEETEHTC
TEAD-YAP inh: TEAD-YAP interaction inhibition. HEK-TIYL cells, TEAD-Gal4/YAP UAS-luciferase luminescence. inhibition, % at 9.12 µM. 1.4% of 640,000 active. AID 1259422; in the data active = inhibition above about 32%;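 also: 0% = median of test compound wells and 100% = reference inhibitor wells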
GPR151 activ: human GPR151 activation; Q8TDV0; PathHunter beta-arrestin GPR151 cells, luminescence; activation, % at 11.2 µM; 1% of 650,000 active; AID 1508602; in the data active = activation above about 4.9%;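 also: 0% = median of compound wells and 100% = cells with positive control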
Target sequence (Q8TDV0 whole entry, looked up): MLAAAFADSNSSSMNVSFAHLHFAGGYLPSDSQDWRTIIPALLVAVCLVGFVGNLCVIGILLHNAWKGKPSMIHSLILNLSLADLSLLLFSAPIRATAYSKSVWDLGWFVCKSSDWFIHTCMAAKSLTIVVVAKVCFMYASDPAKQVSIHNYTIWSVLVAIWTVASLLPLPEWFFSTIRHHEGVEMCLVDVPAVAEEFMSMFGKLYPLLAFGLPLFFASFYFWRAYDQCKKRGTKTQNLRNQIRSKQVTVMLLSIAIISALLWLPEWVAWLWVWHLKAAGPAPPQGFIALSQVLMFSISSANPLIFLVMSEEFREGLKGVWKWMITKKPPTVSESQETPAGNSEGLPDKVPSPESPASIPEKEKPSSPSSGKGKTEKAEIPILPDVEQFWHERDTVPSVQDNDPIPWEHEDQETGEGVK
FBW7 act: activators of human E3 ligase FBW7. Q969H0. AlphaScreen FBW7–phospho-cyclin E peptide binding, activator screen. normalized activity (activation), % at 26.1 µM. 0.13% of 650,000 active. AID 1259310; in the data active = normalized activity above about 1.9%;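 also: purified mutant Fbw7 with reduced substrate affinity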
* marks the source's active call; other numbers are inactive results; . = not tested or not shown.

1) O=C(NCc1ccccc1Br)c1ccco1
2) COc1cc([N+](=O)[O-])ccc1NC(=O)CN1C(=O)CCC1=O
3) O=C(O)CNC(=O)/C(=C\c1ccc(F)cc1)NC(=O)c1ccccc1
4) O=C(NCCCN1CCOCC1)C1CCC(=O)N1CCc1ccccc1 (stereo not given)
5) CN(Cc1ccccc1)c1nc2c(c(=O)[nH]c(=O)n2C)n1CCO
6) NC(=O)c1cccc2cc3ccccc3cc12
compound no. | 1 | 2 | 3 | 4 | 5 | 6
MITF inh | 7 | 9 | -5 | 4 | -8 | 2
TEAD-YAP inh | -3 | 3 | -2 | 12 | 2 | -9
GPR151 activ | 6.1* | 0.0 | -0.4 | 0.3 | 1.4 | 0.0
FBW7 act | -0.1 | 0.0 | 0.0 | 0.4 | 0.1 | 0.3

7) CC(C)(C)c1ccc(O[C@H]2C=C[C@@H](C#Cc3ccccc3)O[C@@H]2CO)cc1
8) COc1ccccc1C(=O)C1Nc2ccccc2-c2nnc(SC)nc2O1 (stereo not given)
9) COc1ccccc1N1CCN(c2c3c(nc4ncnn24)CCC3)CC1
10) O=C(Cn1c2ccccc2n2nc(-c3cccs3)nc12)c1ccc(Cl)cc1
11) COC(=O)c1ccc2c(=O)[nH]c3c(C(=O)Nc4cccc(C)c4)sc(=S)n3c2c1
12) Cc1ccccc1NC(=S)N(CCN(C)C)C(C)c1cccnc1 (stereo not given)
compound no. | 7 | 8 | 9 | 10 | 11 | 12
MITF inh | 7 | -9 | 9 | -17 | 12 | 12
TEAD-YAP inh | . | 4 | 3 | -21 | 3 | 3
GPR151 activ | -0.7 | 0.2 | 2.2 | 0.0 | -0.7 | -0.6
FBW7 act | -0.1 | -0.2 | 0.3 | -0.1 | 0.0 | 0.0

13) CC(=O)c1cccc(-c2ccc(OCCN3CCOCC3)nc2)c1
14) CC(=O)N1CCC(N(CCN2CCOCC2)C(=S)Nc2cccc(Cl)c2C)CC1
15) N#CCc1ccc(NC(=O)CSCc2c(F)cccc2Cl)cc1
16) CN1CCN(CC#CC2(O)CCCCC2)CC1
17) CC(C)Cn1c(=O)c2ccccc2n(Cc2nc(-c3ccc(Cl)cc3)no2)c1=O
18) Cc1cc(C)c(CN2CCc3nnc(CNC(=O)CCc4cccnc4)n3CC2)cc1C
compound no. | 13 | 14 | 15 | 16 | 17 | 18
MITF inh | 8 | -5 | 16 | 13 | 16 | -6
TEAD-YAP inh | 7 | -6 | -11 | 2 | -7 | -6
GPR151 activ | -0.5 | -0.5 | 2.4 | -0.9 | -0.5 | 0.6
FBW7 act | 0.0 | 0.0 | 0.3 | 0.1 | 0.4 | -0.1

19) O=C(CCC1CCCCC1)Nc1ccccc1C(=O)O
20) CCOCCOC(=O)c1[nH]c2c(c1C)C(=O)CC(c1cccs1)C2 (stereo not given)
21) CCN(CC)c1nc2cc(C)ccc2cc1C=C(C#N)C#N
22) O=C(O)c1ccc(S(=O)(=O)NC2CC2)cc1
23) O=C(Cn1cc2c(n1)CCCC2)NCCCN1CCCCC1
24) COc1ccc(S(=O)(=O)N2CCN(C3CCCCCCC3)CC2)cc1
compound no. | 19 | 20 | 21 | 22 | 23 | 24
MITF inh | 7 | 1 | 6 | 27 | 0 | 32
TEAD-YAP inh | -32 | 54* | -7 | 1 | 2 | 1
GPR151 activ | -1.9 | 0.6 | -0.1 | -2.2 | 0.7 | 0.0
FBW7 act | 0.1 | 0.0 | 0.0 | 0.2 | 0.8 | 0.1

25) O=C(c1nc2ccccn2c1CNCc1cccc(C(F)(F)F)c1)N1CCOCC1
26) COc1cccc(CNc2ccc3nc(-c4ccc(N)cc4)c(OC)n3n2)c1
27) Clc1ccccc1CN1CCN(C2CCCC2)CC1
28) Cc1ccc(C)c(N2CCN(C(=O)CCN3C(=O)c4ccccc4C3=O)CC2)c1
29) COc1ccc(Cl)cc1C(=O)O/N=C(\N)c1cccc([N+](=O)[O-])c1
30) CCOC(=O)C1=C(C)NC2(O)c3ccccc3C(=O)C12O (stereo not given)
compound no. | 25 | 26 | 27 | 28 | 29 | 30
MITF inh | 13 | -2 | 74* | -8 | 6 | 5
TEAD-YAP inh | -3 | . | 5 | 9 | 17 | 13
GPR151 activ | -1.4 | -0.6 | -0.9 | 0.7 | -0.7 | -1.6
FBW7 act | -0.1 | 0.3 | -0.1 | -0.1 | 0.7 | 0.1

31) CSc1cccc(N=CC2=C(O)CC(C)(C)CC2=O)c1
32) COc1ccc(OCCCOc2ccc([N+](=O)[O-])cc2)cc1
33) CCC(C)(NC(=O)Cc1c[nH]c2ccccc12)C(=O)NC1CCCCC1 (stereo not given)
34) CCOC(=O)c1cc2c(=O)n3ccccc3nc2n(CCOC)c1=NC(=O)c1ccccc1
35) Cn1cc(NC(=O)N(Cc2ccco2)C2CCCCC2)c2ccccc2c1=O
36) CC1(C)CC(=O)C(C(C2=C(O)CC(C)(C)CC2=O)c2ccccc2Cl)C(=O)C1 (stereo not given)
compound no. | 31 | 32 | 33 | 34 | 35 | 36
MITF inh | -11 | 4 | 22 | -17 | -3 | 3
TEAD-YAP inh | 3 | 14 | 6 | 3 | -11 | 1
GPR151 activ | 7.1* | -0.9 | -0.6 | -2.4 | -1.2 | 0.0
FBW7 act | 0.0 | 0.4 | 0.0 | 0.0 | 0.2 | -0.1

37) Nc1cc(=O)n2c(n1)SCC2CS(=O)(=O)c1ccc([N+](=O)[O-])cc1 (stereo not given)
38) Cc1ccc(NCc2ccccc2CO)cc1
39) COc1cccc(-n2cc(C(=O)N3CCCCCC3)c3ccccc3c2=O)c1
40) Cc1ccc2c(C)nc(N3CCCC(NCC4CCS(=O)(=O)C4)CC3)nc2c1 (stereo not given)
41) Cc1ccccc1CNS(=O)(=O)c1cc(C(=O)O)ccc1F
42) CCOC(=O)C1CCCN(C(=O)c2cccc(Br)c2)C1 (stereo not given)
compound no. | 37 | 38 | 39 | 40 | 41 | 42
MITF inh | -8 | -7 | 1 | 1 | -17 | -9
TEAD-YAP inh | -9 | -25 | 2 | -1 | -1 | 0
GPR151 activ | -1.6 | -5.5 | 2.6 | -0.6 | -0.7 | -0.9
FBW7 act | -0.1 | -0.1 | -0.2 | 0.1 | 0.0 | -0.2

The list goes on; it opens with the four that closed the last part.
39) COc1cccc(-n2cc(C(=O)N3CCCCCC3)c3ccccc3c2=O)c1
40) Cc1ccc2c(C)nc(N3CCCC(NCC4CCS(=O)(=O)C4)CC3)nc2c1 (stereo not given)
41) Cc1ccccc1CNS(=O)(=O)c1cc(C(=O)O)ccc1F
42) CCOC(=O)C1CCCN(C(=O)c2cccc(Br)c2)C1 (stereo not given)
43) O=C(CN1C(=O)c2ccccc2S1(=O)=O)N1CCC2(CC1)OCCO2
44) CC(c1nnnn1C1CCCCC1)N(Cc1ccccc1)Cc1cccnc1 (stereo not given)
45) CC(CN1CCc2nnc(CCNC(=O)c3ccco3)n2CC1)c1ccccc1 (stereo not given)
46) O=C1NC(=S)S/C1=C/c1cc([N+](=O)[O-])cc([N+](=O)[O-])c1O
47) O=C(O)c1ccc(NS(=O)(=O)c2ccc(O)c(C(=O)O)c2)cc1
48) CCCCOc1ccc(C(=O)N/C(=C/c2ccc(N(C)C)cc2)C(=O)Nc2cccc([N+](=O)[O-])c2)cc1
compound no. | 39 | 40 | 41 | 42 | 43 | 44 | 45 | 46 | 47 | 48
MITF inh | 1 | 1 | -17 | -9 | -4 | 3 | -1 | 3 | 7 | -16
TEAD-YAP inh | 2 | -1 | -1 | 0 | 2 | 6 | 6 | 11 | 1 | -6
GPR151 activ | 2.6 | -0.6 | -0.7 | -0.9 | 0.0 | -0.6 | 0.1 | 0.1 | 0.1 | -0.4
FBW7 act | -0.2 | 0.1 | 0.0 | -0.2 | 0.0 | 0.2 | 0.2 | -0.3 | -0.2 | 0.0

49) O=C(CNC(=O)c1cc(Cl)cc([N+](=O)[O-])c1)OC1CCCCC1=O (stereo not given)
50) C[C@H]1NC(=O)[C@@H]2C[C@H](NCc3ccccc3Cl)CN2C1=O
51) CC1(C)CN=c2s/c(=C\c3ccc(Cl)cc3)c(=O)n2C1
52) COc1ccc(CC(NC(C)=O)C(=O)NC2CCN(C(=O)C3CC3)CC2)cc1 (stereo not given)
53) COc1ccc(/C=C2\SC(N3CC(C)OC(C)C3)=NC2=O)cc1OC (stereo not given)
54) CCOC(=O)C1(CC2CCCCO2)CCN(S(=O)(=O)c2ccc(CC)s2)CC1 (stereo not given)
compound no. | 49 | 50 | 51 | 52 | 53 | 54
MITF inh | 2 | 15 | -2 | -6 | -2 | 0
TEAD-YAP inh | 9 | 7 | -6 | 12 | -15 | 4
GPR151 activ | -0.6 | 0.0 | 0.3 | 1.4 | 0.7 | -0.2
FBW7 act | 0.2 | 0.0 | 0.0 | -0.2 | 0.1 | 0.0

Just FBW7 act, TEAD-YAP inh and MITF inh, for two of the compounds above:
nr | Molecule | FBW7 act | TEAD-YAP inh | MITF inh
28 | Cc1ccc(C)c(N2CCN(C(=O)CCN3C(=O)c4ccccc4C3=O)CC2)c1 | -0.1 | 9 | -8
48 | CCCCOc1ccc(C(=O)N/C(=C/c2ccc(N(C)C)cc2)C(=O)Nc2cccc([N+](=O)[O-])c2)cc1 | 0.0 | -6 | -16

New compounds follow.
55) CC(=O)C1C(c2ccc3ncccc3c2)NC(=O)NC1(O)C(F)(F)F (stereo not given)
56) COC(=O)c1cnn2c(C)c(Cc3ccccc3C)c(C)nc12
57) O=C1CC(NCc2ccc3c(c2)OCO3)C(=O)N1c1ccc2c(c1)OCO2 (stereo not given)
58) O=C(/C=C/c1ccccc1)N/C(=C\c1ccco1)C(=O)O
59) CC(C)Nc1ncnc(N)c1[N+](=O)[O-]
60) CC1=C(Nc2ccc(C(=O)O)cc2)C(=O)c2ccccc2C1=O
compound no. | 55 | 56 | 57 | 58 | 59 | 60
MITF inh | 19 | 6 | 1 | 18 | 4 | 27
TEAD-YAP inh | -2 | -21 | 9 | -7 | 26 | -3
GPR151 activ | 2.4 | 0.9 | -0.1 | -1.1 | 1.1 | -0.4
FBW7 act | 0.4 | 0.0 | 0.0 | -0.3 | 0.0 | -0.2

61) O=c1[nH]c(N2CCCC2)nc2c1CN(Cc1ccc3ccccc3n1)CC2
62) Cc1cc(C)cc(C(=O)Nc2c3c(nn2-c2ccc([N+](=O)[O-])cc2)CSC3)c1
63) COc1ccc(NC(=O)COc2cccc3c2CCN(Cc2cccc(C)c2)C3=O)cc1
64) Cc1ccc(-c2csc(=Nc3ccccc3)n2Cc2ccc3c(c2)OCO3)cc1C
65) COc1ccc(N(CC(O)CN2CCC(C)CC2)S(=O)(=O)c2ccccc2)cc1 (stereo not given)
66) C=CCNC(=O)c1ccc(-c2ccc([N+](=O)[O-])cc2)o1
compound no. | 61 | 62 | 63 | 64 | 65 | 66
MITF inh | 4 | 10 | 21 | 12 | 15 | -8
TEAD-YAP inh | 7 | 2 | 13 | 2 | 2 | -9
GPR151 activ | 1.3 | 2.7 | -1.4 | 1.1 | 0.4 | 1.4
FBW7 act | -0.2 | 0.1 | 0.1 | -0.1 | 0.1 | -0.1

Looked up above.
#63 – MITF inh: 21
#66 – MITF inh: -8

Next compounds follow:
67) COc1cc(OC)c(NC(=O)CC(=O)Nc2cc(Cl)c(OC)cc2OC)cc1Cl
68) COc1ccccc1N(CC1CO1)S(=O)(=O)c1ccccc1 (stereo not given)
69) O=C(CSc1nc2ccc(N3CCOCC3)cc2c(=O)n1Cc1ccccc1)Nc1cccc(C(F)(F)F)c1
70) CCSCCOC(=O)C1=C(C)NC2=C(C(=O)CCC2)C1c1cc(Cl)c(O)c(OC)c1 (stereo not given)
71) COC(=O)CCC(=O)NC(=S)Nc1sc(C)c(C)c1C(N)=O
72) Cc1cc(C)c2c(C)nn(-c3ccccc3)c2n1
compound no. | 67 | 68 | 69 | 70 | 71 | 72
MITF inh | 0 | 4 | -9 | 19 | -10 | -62
TEAD-YAP inh | -9 | 7 | -19 | 9 | 52* | 1
GPR151 activ | -0.9 | 0.1 | -1.0 | 0.4 | 2.0 | 0.1
FBW7 act | 0.6 | 0.2 | 0.3 | 0.1 | 0.0 | 0.0

73) CCOC(=O)c1c(N=CN(C)C)c2cc([N+](=O)[O-])cnc2n1C
74) Cc1ccc(Cn2c(=O)c(C#N)cc3c(=O)n4ccccc4nc32)cc1
75) CCCOC(=O)c1ccc(NC(=O)/C=C/c2cccs2)cc1
76) Cn1c(C(=O)Nc2ccc(Nc3ccccc3)cc2)cc2c(=O)n3ccccc3nc21
77) COc1ccc(Cl)cc1NC(=O)CCn1nc(C)c(C)c1C
78) Cc1ccc(-c2nc3s/c(=C/c4ccc(-c5ccc(Br)cc5)o4)c(=O)n3n2)cc1
79) CCNC(=O)NC(C)C12CC3CC(CC(C3)C1)C2 (stereo not given)
80) Cc1ccc(-c2csc(C/C(N)=N/O)n2)cc1
81) O=C(CN1C(=O)NC2(CCCCCC2)C1=O)Nc1ccccc1[N+](=O)[O-]
compound no. | 73 | 74 | 75 | 76 | 77 | 78 | 79 | 80 | 81
MITF inh | 0 | -12 | -5 | 16 | 4 | 0 | 2 | 17 | 0
TEAD-YAP inh | 2 | 1 | -41 | 2 | -15 | -9 | 2 | -38 | 7
GPR151 activ | 1.3 | 1.2 | 0.7 | -1.5 | -0.4 | 1.1 | 0.0 | -0.3 | 0.3
FBW7 act | -0.3 | -0.1 | 0.3 | 0.1 | 0.1 | 0.0 | 0.0 | -0.1 | 0.1
